NSD2 inh: NSD2 (human) methyltransferase inhibition. AID 624260. inhibition, % at 12.5 µM. hit rate 0.07% among 44,000. O96028. NSD2-SET H3K36me1 DELFIA fluorescence, biochemical; in the data active = inhibition above about 54%, passing the limit was not always enough; inconclusive = no clear call, values can overlap the other calls;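 also: inhibitors reduce the monomethyl H3K36 fluorescence signal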
Target sequence (O96028 whole entry, looked up): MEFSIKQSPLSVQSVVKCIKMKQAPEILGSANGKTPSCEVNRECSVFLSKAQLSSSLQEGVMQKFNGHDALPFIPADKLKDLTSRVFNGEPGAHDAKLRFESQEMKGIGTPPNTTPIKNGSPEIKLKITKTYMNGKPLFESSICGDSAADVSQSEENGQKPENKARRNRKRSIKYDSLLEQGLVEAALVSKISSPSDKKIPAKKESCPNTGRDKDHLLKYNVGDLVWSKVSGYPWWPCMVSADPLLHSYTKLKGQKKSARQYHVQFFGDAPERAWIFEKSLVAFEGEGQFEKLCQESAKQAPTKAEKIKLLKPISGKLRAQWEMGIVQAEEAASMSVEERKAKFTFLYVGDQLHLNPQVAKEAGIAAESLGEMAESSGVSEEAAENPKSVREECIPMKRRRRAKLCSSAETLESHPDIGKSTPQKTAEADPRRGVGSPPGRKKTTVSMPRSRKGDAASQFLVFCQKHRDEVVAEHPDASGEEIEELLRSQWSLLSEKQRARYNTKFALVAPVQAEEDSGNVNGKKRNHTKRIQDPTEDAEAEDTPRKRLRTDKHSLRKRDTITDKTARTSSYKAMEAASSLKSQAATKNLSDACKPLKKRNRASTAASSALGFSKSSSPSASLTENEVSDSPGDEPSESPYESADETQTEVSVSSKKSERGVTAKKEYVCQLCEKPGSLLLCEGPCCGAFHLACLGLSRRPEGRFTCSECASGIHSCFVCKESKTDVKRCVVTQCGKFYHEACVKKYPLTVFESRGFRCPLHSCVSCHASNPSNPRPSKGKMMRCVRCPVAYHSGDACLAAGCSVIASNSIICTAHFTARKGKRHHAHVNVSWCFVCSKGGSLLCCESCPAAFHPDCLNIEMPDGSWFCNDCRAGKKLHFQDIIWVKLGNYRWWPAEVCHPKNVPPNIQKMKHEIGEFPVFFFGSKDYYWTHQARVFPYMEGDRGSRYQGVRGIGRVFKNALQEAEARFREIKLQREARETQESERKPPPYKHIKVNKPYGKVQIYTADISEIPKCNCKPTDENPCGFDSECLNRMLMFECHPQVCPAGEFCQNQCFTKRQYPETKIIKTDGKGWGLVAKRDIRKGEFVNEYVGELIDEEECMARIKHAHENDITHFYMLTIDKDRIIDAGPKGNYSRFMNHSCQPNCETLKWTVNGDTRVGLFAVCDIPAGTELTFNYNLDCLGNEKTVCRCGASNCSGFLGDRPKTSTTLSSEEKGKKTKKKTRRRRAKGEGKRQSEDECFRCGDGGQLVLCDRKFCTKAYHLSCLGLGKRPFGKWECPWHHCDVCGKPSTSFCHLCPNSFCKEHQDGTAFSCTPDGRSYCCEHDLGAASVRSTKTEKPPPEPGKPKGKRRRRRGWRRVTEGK
Numbers without * were called inactive; ? = inconclusive. This is a subset, so the mix of outcomes need not match the whole.

smiles	NSD2 inh
C[C@H]1CN([C@@H](C)CO)C(=O)c2cc(C3=CCCCC3)cnc2O[C@H]1CN(C)C(=O)c1ccccn1	4
C[C@@H]1CN([C@H](C)CO)C(=O)c2cccc(NS(=O)(=O)c3ccc(F)cc3)c2O[C@@H]1CN(C)Cc1ccc(C(=O)Nc2ccccc2N)cc1	-3
C[C@H]1CN([C@@H](C)CO)S(=O)(=O)c2ccc(C#Cc3ccc(F)cc3)cc2O[C@H]1CN(C)C(=O)CN(C)C	6
COc1ccc(-c2cnc3c(c2)C(=O)N([C@H](C)CO)C[C@H](C)[C@H](CN(C)C(=O)CN(C)C)O3)cc1	1
CCCNC(=O)C[C@H]1C[C@H]2c3cc(NC(=O)COC)ccc3O[C@H]2[C@@H](CO)O1	7
CC(=O)N(C)C[C@H]1Oc2ncc(-c3cccc(F)c3)cc2C(=O)N([C@H](C)CO)C[C@@H]1C	1
COCC(=O)Nc1ccc2c(c1)[C@@H]1C[C@@H](CC(=O)NCc3cc(F)ccc3F)O[C@@H](CO)[C@@H]1O2	-6
Cc1noc(C)c1S(=O)(=O)Nc1ccc2c(c1)C(=O)N([C@@H](C)CO)C[C@H](C)[C@H](CN(C)C(=O)Cc1ccccc1)OCCCC[C@@H](C)O2	-3
COc1ccc(NC(=O)Nc2ccc3c(c2)CC(=O)N([C@H](C)CO)C[C@@H](C)[C@H](CN(C)Cc2ccc(C(=O)Nc4ccccc4N)cc2)O3)cc1	-7
CC(C)NC(=O)Nc1ccc2c(c1)CC(=O)N([C@@H](C)CO)C[C@@H](C)[C@H](CN(C)S(=O)(=O)c1cn(C)cn1)O2	-4
Cc1noc(C)c1NC(=O)Nc1ccc2c(c1)C(=O)N([C@@H](C)CO)C[C@@H](C)[C@@H](CN(C)Cc1ccc3c(c1)OCO3)O2	0
C[C@H](CO)N1C[C@H](C)[C@H](CN(C)Cc2ccncc2)Oc2cc(-c3ccccc3)ccc2S1(=O)=O	-109
Cc1noc(C)c1S(=O)(=O)N(C)C[C@@H]1OCCCC[C@@H](C)Oc2ccc(N(C)C)cc2C(=O)N([C@@H](C)CO)C[C@@H]1C	1
O=C(C[C@@H]1CC[C@H](NC(=O)Nc2ccc(F)cc2)[C@H](CO)O1)NCc1cccc(F)c1	1
Cc1noc(C)c1NC(=O)N(C)C[C@@H]1Oc2ccc(NS(=O)(=O)c3cn(C)cn3)cc2CC(=O)N([C@H](C)CO)C[C@H]1C	0
Cc1ccc(S(=O)(=O)Nc2ccc3c(c2)CC(=O)N([C@H](C)CO)C[C@H](C)[C@@H](CN(C)S(=O)(=O)c2ccc(F)cc2)O3)cc1	4
C[C@@H]1CN([C@H](C)CO)C(=O)Cc2cc(N(C)C)ccc2O[C@H]1CN(C)Cc1ccc(C(=O)O)cc1	2
C[C@@H]1CN([C@@H](C)CO)C(=O)c2cccc(NC(=O)c3cnccn3)c2O[C@@H]1CN(C)C(=O)Nc1ccccc1	-3
C[C@H](CO)N1C[C@H](C)[C@@H](CN(C)C(=O)c2cccc(F)c2)Oc2cc(-c3cccnc3)ccc2S1(=O)=O	3
C[C@@H]1CCCCO[C@@H](CN(C)CC2CC2)[C@@H](C)CN([C@H](C)CO)C(=O)c2cc(NC(=O)Nc3ccc(C(F)(F)F)cc3)ccc2O1	6
C[C@H]1CN([C@@H](C)CO)S(=O)(=O)c2ccc(-c3ccc(F)cc3)cc2O[C@H]1CN(C)C	3
C[C@H](CO)N1C[C@H](C)[C@@H](CN(C)Cc2ccc3c(c2)OCO3)Oc2ccc(NC(=O)C3CC3)cc2CC1=O	26
C[C@@H]1CN([C@H](C)CO)S(=O)(=O)c2ccc(C#CC3CC3)cc2O[C@@H]1CN(C)C(=O)c1ccccc1	0
C=CCNC(=O)[C@H]1[C@@H]2C(=O)O[C@@H](c3ccccc3)[C@@H](c3ccccc3)N2[C@@H](c2ccc(OCCO)cc2)[C@]12C(=O)Nc1ccc(C#CCNC(N)=O)cc12	1
COC(=O)C1=CO[C@@H](O[C@@H]2O[C@H](CO)[C@@H](O)[C@H](O)[C@H]2O)[C@H]2[C@@H]1[C@H](OC(C)=O)C[C@]2(C)O	2
CC(C)NC(=O)Nc1ccc2c(c1)C(=O)N([C@@H](C)CO)C[C@H](C)[C@@H](CN(C)C(=O)CCC(F)(F)F)OCCCC[C@@H](C)O2	1
C[C@H](CO)N1C[C@H](C)[C@H](CN(C)S(=O)(=O)c2ccccc2)OCCCC[C@H](C)Oc2ccc(NS(=O)(=O)c3ccccc3)cc2C1=O	-1
CC(=O)N(C)C[C@@H]1Oc2cc(C#C[C@H](C)O)ccc2S(=O)(=O)N([C@H](C)CO)C[C@@H]1C	1
C[C@@H]1CN([C@H](C)CO)C(=O)c2cc(C#CC3CCCCC3)cnc2O[C@H]1CN(C)Cc1cncnc1	0
C[C@@H]1CN([C@H](C)CO)S(=O)(=O)c2ccc(-c3ccccc3)cc2O[C@H]1CN(C)C(=O)Nc1ccccc1F	?
C[C@H]1CN([C@@H](C)CO)S(=O)(=O)c2ccc(C3=CCCC3)cc2O[C@H]1CN(C)S(=O)(=O)c1ccc(F)cc1	-2
COc1ccc(CN(C)C[C@@H]2Oc3ccc(NC(=O)Nc4cccc5ccccc45)cc3C(=O)N([C@@H](C)CO)C[C@H]2C)cc1	-4
C[C@H](CO)N1C[C@H](C)[C@H](CN(C)S(=O)(=O)c2ccc(Cl)cc2)OCc2cnnn2CCCC1=O	8
C[C@H](CO)N1C[C@H](C)[C@@H](CN(C)C(=O)NC2CCCCC2)Oc2ccc(NC(=O)Cc3cn(C)c4ccccc34)cc2C1=O	?
CC(C)NC(=O)Nc1ccc2c(c1)CC(=O)N([C@H](C)CO)C[C@@H](C)[C@@H](CN(C)Cc1ccc(C(=O)Nc3ccccc3N)cc1)O2	6
C[C@@H]1CN([C@H](C)CO)C(=O)Cc2cc(NS(=O)(=O)c3cn(C)cn3)ccc2O[C@H]1CN(C)Cc1ccc(Cl)c(Cl)c1	3
O=C(CCCCC(=O)N/N=C/c1cc(Br)cc(Br)c1O)NO	-9
C[C@@H]1CCCCO[C@H](CN(C)Cc2ccncc2)[C@@H](C)CN([C@H](C)CO)C(=O)c2cc(NC(=O)Nc3ccc(C(F)(F)F)cc3)ccc2O1	0
Cc1ccc(-c2ccc3c(c2)O[C@H](CN(C)C(=O)Nc2ccc(F)cc2)[C@H](C)CN([C@@H](C)CO)S3(=O)=O)cc1	-8
CC(C)NC(=O)Nc1ccc2c(c1)C(=O)N([C@H](C)CO)C[C@@H](C)[C@H](CN(C)Cc1ccccc1)OCCCC[C@H](C)O2	0
C[C@H]1CN([C@@H](C)CO)S(=O)(=O)c2ccc(-c3ccccc3)cc2O[C@@H]1CN(C)C(=O)Cc1ccccc1	0
C[C@H](CO)N1C[C@H](C)[C@H](CN(C)Cc2ccc(C(=O)O)cc2)Oc2c(NC(=O)C3CC3)cccc2C1=O	-8
C[C@@H]1CN([C@@H](C)CO)C(=O)c2cc(-c3cccnc3)cnc2O[C@H]1CN(C)C(=O)c1ccccc1F	9
C[C@@H]1CN([C@H](C)CO)S(=O)(=O)c2ccc(-c3ccccc3)cc2O[C@@H]1CN(C)C	-6
C[C@@H]1CN([C@@H](C)CO)C(=O)c2cccc(NC(=O)Nc3ccc(F)cc3)c2O[C@H]1CN(C)Cc1ccc(C(=O)Nc2ccccc2N)cc1	-3

Some of these compounds in order of molar mass, low to high:
smiles	NSD2 inh
C[C@@H]1CN([C@H](C)CO)S(=O)(=O)c2ccc(-c3ccccc3)cc2O[C@@H]1CN(C)C	-6
C[C@H](CO)N1C[C@H](C)[C@H](CN(C)Cc2ccc(C(=O)O)cc2)Oc2c(NC(=O)C3CC3)cccc2C1=O	-8
C[C@H]1CN([C@@H](C)CO)S(=O)(=O)c2ccc(-c3ccccc3)cc2O[C@@H]1CN(C)C(=O)Cc1ccccc1	0

Remaining list, next part
smiles	NSD2 inh
Cc1noc(C)c1CSc1nc2sc(C)c(C)c2c(=O)n1C1CCCC1	-5
Cc1noc(C)c1S(=O)(=O)N(C)C[C@H]1OCCCC[C@H](C)Oc2ccc(N(C)C)cc2C(=O)N([C@H](C)CO)C[C@@H]1C	-9
C[C@H]1CN([C@@H](C)CO)C(=O)c2cc(NC(=O)CCC(F)(F)F)ccc2O[C@H]1CN(C)Cc1ccccc1	-2
COc1ccc(CN(C)C[C@@H]2Oc3ccc(NC(=O)Nc4ccc(OC)cc4)cc3C(=O)N([C@H](C)CO)C[C@H]2C)cc1	-7
C[C@H]1CN([C@@H](C)CO)C(=O)Cc2cc(NS(=O)(=O)c3cccs3)ccc2O[C@H]1CN(C)Cc1ccccc1	5
C[C@@H]1CN([C@@H](C)CO)C(=O)c2cc(NC(=O)Cc3ccccc3)ccc2O[C@@H](C)CCCCO[C@H]1CN(C)S(=O)(=O)c1cccs1	4
C[C@H]1CN([C@@H](C)CO)C(=O)Cc2cc(NS(=O)(=O)c3ccccc3)ccc2O[C@H]1CN(C)CC1CC1	11
COCCOC(=O)N1C(=O)[C@@]2(c3cc(C#CCC(C(=O)OC)C(=O)OC)ccc31)[C@H](c1ccc(O)cc1)N1[C@H](c3ccccc3)[C@H](c3ccccc3)OC(=O)[C@H]1[C@@H]2C(=O)N1CCc2cc(OC)c(OC)cc2C1	-1
CCCN(C)C[C@H]1OCCCC[C@@H](C)Oc2ccc(NS(=O)(=O)c3cn(C)cn3)cc2C(=O)N([C@H](C)CO)C[C@@H]1C	-6
C[C@@H]1CN([C@H](C)CO)C(=O)Cc2cc(NC(=O)CCCCCC(=O)Nc3ccccc3N)ccc2O[C@@H]1CN(C)C(=O)NC1CCCCC1	-1
O=C1CC[C@@H]2c3[nH]c4ccc(Br)cc4c3CCN12	1
C[C@H]1CN([C@@H](C)CO)C(=O)c2cc(NC(=O)Cc3ccccc3)ccc2O[C@H]1CN(C)CC1CCCCC1	23
C=CCN1C(=O)[C@@]2(O[C@@H](CCO)[C@H]([Si](C)(C)c3ccc(OC)cc3)[C@H]2C)c2cc(I)ccc21	2
C[C@H](CO)N1C[C@H](C)[C@H](CN(C)Cc2ccc(C(F)(F)F)cc2)Oc2c(NC(=O)Nc3ccccc3)cccc2C1=O	-209
COc1ccc(COCC23N=C4SCCCN4[C@H](c4ccccc4O2)[C@H]3COC(=O)c2ccccc2)cc1	10

Of the compounds above, these contain a CF3 group:
smiles	NSD2 inh
C[C@@H]1CCCCO[C@@H](CN(C)CC2CC2)[C@@H](C)CN([C@H](C)CO)C(=O)c2cc(NC(=O)Nc3ccc(C(F)(F)F)cc3)ccc2O1	6
CC(C)NC(=O)Nc1ccc2c(c1)C(=O)N([C@@H](C)CO)C[C@H](C)[C@@H](CN(C)C(=O)CCC(F)(F)F)OCCCC[C@@H](C)O2	1
C[C@@H]1CCCCO[C@H](CN(C)Cc2ccncc2)[C@@H](C)CN([C@H](C)CO)C(=O)c2cc(NC(=O)Nc3ccc(C(F)(F)F)cc3)ccc2O1	0
C[C@H]1CN([C@@H](C)CO)C(=O)c2cc(NC(=O)CCC(F)(F)F)ccc2O[C@H]1CN(C)Cc1ccccc1	-2
C[C@H](CO)N1C[C@H](C)[C@H](CN(C)Cc2ccc(C(F)(F)F)cc2)Oc2c(NC(=O)Nc3ccccc3)cccc2C1=O	-209

(more compounds)
smiles	NSD2 inh
C[C@H]1CN([C@@H](C)CO)S(=O)(=O)c2ccc(C#Cc3ccncc3)cc2O[C@H]1CN(C)S(=O)(=O)c1ccc(F)cc1	2
COc1ccc(CN(C)C[C@@H]2Oc3ccc(NC(=O)Nc4c(C)noc4C)cc3C(=O)N([C@H](C)CO)C[C@H]2C)cc1	4
COc1ccc(S(=O)(=O)N(C)C[C@@H]2OCCCC[C@@H](C)Oc3ccc(NC(=O)Nc4ccc5c(c4)OCO5)cc3C(=O)N([C@@H](C)CO)C[C@H]2C)cc1	-3
C[C@@H]1CCCCO[C@@H](CN(C)Cc2ccc3c(c2)OCO3)[C@@H](C)CN([C@H](C)CO)C(=O)c2cc(NS(=O)(=O)c3cn(C)cn3)ccc2O1	1
COc1ccc(NC(=O)Nc2cccc3c2O[C@@H](CN(C)CC2CCCCC2)[C@H](C)CN([C@H](C)CO)C3=O)cc1	11
O=C(NCc1ccccc1)C1=C[C@@H](c2csc3ccccc23)C[C@@H](OCc2ccc(CO)cc2)O1	-3
C[C@H](CO)N1C[C@H](C)[C@H](CN(C)C(=O)Nc2ccc(C(F)(F)F)cc2)OCCCC[C@H](C)Oc2ccc(NC(=O)Nc3cccc4ccccc34)cc2C1=O	3
CO[C@@H](CN(C)C(=O)Nc1ccc(C(F)(F)F)cc1)[C@@H](C)CN(Cc1ccccc1Cl)[C@@H](C)CO	4
CCOC(=O)N(C)C[C@H]1OCc2ccccc2-c2ccccc2C(=O)N([C@H](C)CO)C[C@@H]1C	-6
C[C@@H]1CN([C@H](C)CO)C(=O)Cc2cc(NC(=O)Cn3cnnn3)ccc2O[C@@H]1CN(C)S(=O)(=O)c1cccs1	5
COc1ccc(NC(=O)Nc2ccc3c(c2)C(=O)N([C@H](C)CO)C[C@H](C)[C@@H](CN(C)S(=O)(=O)c2ccc(Cl)cc2)OCCCC[C@H](C)O3)cc1	-7
C[C@@H]1CN([C@H](C)CO)C(=O)c2cccc(NC(=O)CCCCCC(=O)Nc3ccccc3N)c2O[C@@H]1CN(C)Cc1ccc2c(c1)OCO2	1
Cc1ccc(-c2cnc3c(c2)C(=O)N([C@@H](C)CO)C[C@@H](C)[C@H](CN(C)C(=O)c2ccccc2)O3)cc1	3
CNC[C@H]1Oc2cc(C#Cc3ccncc3)ccc2S(=O)(=O)N([C@@H](C)CO)C[C@H]1C	0
COc1ccc(NC(=O)Nc2cccc3c2O[C@@H](CN(C)S(C)(=O)=O)[C@@H](C)CN([C@@H](C)CO)C3=O)cc1	5
COC(=O)[C@H](Cc1ccc(N=[N+]=[N-])cc1)N1CC2=C[C@H]([C@@H](O)Cc3ccccc3)n3c(=O)n(C)c(=O)n3[C@@H]2[C@@H](C2CC2)O1	2

Screens (PubChem)
